STAT1 act: STAT1 signaling activators, primary screen, cell-based, HTS, luciferase reporter; activation (% of control), % at 5.5 µM; actives 2.6% (n = 200,000); NIH 3T3 STAT1-luciferase reporter, IFN-gamma, luminescence; 100% = IFN-gamma alone, no compound;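 active means activation above the screen-wide mean activation plus 3 SD, cut at about 130% in these data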;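 further: raw ratio to IFN-gamma control signal so 100% means no change and 0% no light; values of inactives mirror those of a sister screen read the other way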
FLuc stim CS: FLuc activators, initial screening, artefact control for FLuc-dependent activation tests, biochemical, ATPlite luminescence; Luciferin 4-monooxygenase (Photinus pyralis), P08659; ATPlite luciferase biochemical, 10 min; 0 = ATP-free wells, 1 = DMSO control; activation factor at 10 µM; 200,000 tested, under 10 active;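 active means luciferase activation factor, scaled between plate controls, of at least 2 with compound at 10 µM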
Target sequence (P08659 whole entry, looked up): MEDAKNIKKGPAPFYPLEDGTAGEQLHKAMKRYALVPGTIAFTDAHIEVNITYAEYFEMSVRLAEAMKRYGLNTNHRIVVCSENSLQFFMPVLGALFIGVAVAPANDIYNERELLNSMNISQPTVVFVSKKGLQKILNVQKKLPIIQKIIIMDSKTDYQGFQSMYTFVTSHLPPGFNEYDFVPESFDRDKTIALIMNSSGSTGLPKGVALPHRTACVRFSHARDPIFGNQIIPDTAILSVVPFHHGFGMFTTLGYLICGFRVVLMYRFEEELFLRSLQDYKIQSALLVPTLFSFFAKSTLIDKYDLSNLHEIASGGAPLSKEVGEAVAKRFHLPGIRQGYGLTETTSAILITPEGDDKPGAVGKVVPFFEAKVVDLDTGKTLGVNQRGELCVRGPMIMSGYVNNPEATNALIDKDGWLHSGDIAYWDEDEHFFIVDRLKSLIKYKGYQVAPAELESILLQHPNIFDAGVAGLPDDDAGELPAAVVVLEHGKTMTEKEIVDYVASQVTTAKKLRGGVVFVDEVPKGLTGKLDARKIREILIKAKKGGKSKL
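System: luciferase plus luciferin reagent, cell-free; medium: PBS as buffer for the ATP substrate; dosing: test compounds dosed from 2 mM stocks in 100% DMSO; timing: 10 min post-reagent at room temperature; measured by: luminescence measurement of luciferase light output; evaluation: luciferase activation, seen as luminescence increase over controls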
APP transl inh: inhibitors of APP translation via 5'UTR reporter, primary screen, APP 5'UTR luciferase, SH-SY5Y cells. SH-SY5Y APP 5'UTR-luciferase reporter, luminescence. inhibition, % at 2 µM. actives 0.82% (n = 190,000). AID 1285, 2008;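 active means inhibition above a set limit, derived from the sample mean plus 3 SD, cut at about 45% in these data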; further: values of inactives mirror those of a sister screen read the other way
ROMK primary: ROMK potassium channel modulators, primary screen, cell-based, thallium flux, MLSMR library; AID 1918, 2009; actives 2% (n = 130,000); ATP-sensitive inward rectifier potassium channel 1 (Homo sapiens), P48048; B-score at 10 µM; Tet-inducible ROMK, thallium flux fluorescence; actives lie on both sides;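 active means signal ratio slope over the read window, or its plate-corrected B-score, at least 3 SD from the plate mean, either direction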;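 further: B-score of the F/F0 ratio slope over 7 to 12 s after thallium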
Target sequence (P48048 whole entry, looked up): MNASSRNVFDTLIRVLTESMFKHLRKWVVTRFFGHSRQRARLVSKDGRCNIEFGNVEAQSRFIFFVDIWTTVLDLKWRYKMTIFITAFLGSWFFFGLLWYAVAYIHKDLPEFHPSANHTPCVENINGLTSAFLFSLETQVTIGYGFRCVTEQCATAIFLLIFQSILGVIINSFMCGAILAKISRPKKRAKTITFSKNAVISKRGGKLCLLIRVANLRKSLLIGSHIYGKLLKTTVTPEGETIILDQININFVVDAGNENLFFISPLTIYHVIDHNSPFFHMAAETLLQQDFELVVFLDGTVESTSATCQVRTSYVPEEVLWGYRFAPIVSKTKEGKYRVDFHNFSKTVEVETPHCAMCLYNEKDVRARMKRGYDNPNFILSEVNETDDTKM
APP 5'UTR act: activators of APP 5'UTR luciferase reporter, primary screen, SH-SY5Y cells; actives 1% (n = 190,000); activation, % at 2 µM; SH-SY5Y APP 5'UTR luciferase reporter, luminescence; zero percent = DMSO vehicle wells;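 active means activation above a set limit, based on mean plus 3 SD of controls, cut at about 140% in these data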; further: values of inactives mirror those of a sister screen read the other way
FLuc inhib CS: firefly luciferase enzyme inhibitors, primary screen, artefact control for luciferase-based inhibitor screens, biochemical, luminescence, ATPLite; Luciferin 4-monooxygenase (Photinus pyralis), P08659; 10 min; inhibition, % at 10 µM; actives 1.5% (n = 200,000); AID 1006, 2008;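 active means inhibition above about 50% when tested at 10 µM, limit read from the data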
STAT1 blocker: STAT1 signaling inhibitors, primary screen, cell-based, HTS, luciferase reporter; AID 920, 2007; NIH 3T3 STAT1-luciferase reporter, IFN-gamma, luminescence; actives 0.35% (n = 200,000); inhibition, % at 5.5 µM;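 active means inhibition above a set limit, the mean inhibition across all tested compounds plus 3 SD, cut at about 34% in these data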;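 further: 0% = IFN-gamma with DMSO and 100% = IFN-gamma with 300 µM nifuroxazide; values of inactives mirror those of a sister screen read the other way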
STAT3 inh: IL-6 driven STAT3 reporter inhibitors, primary screen, U3A cells, luciferase, luminescence, MLSCN library | IL-6 STAT3-luciferase reporter; host cell line lacks STAT1 | inhibition, % at 5.5 µM | actives 0.89% (n = 190,000);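 active means inhibition above the mean inhibition across all screened compounds plus 3 SD, cut at about 44% in these data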;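 further: 0% = DMSO only wells and 100% = 100 µM nifuroxazide control wells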
STAT3 activator: IL-6 driven STAT3 reporter potentiators, primary screen, U3A cells, luciferase, luminescence, MLSCN library | IL-6 STAT3-luciferase reporter; 100% = signal with IL-6 EC80 alone | activation (% of control), % at 5.6 µM | actives 0.91% (n = 190,000);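 active means activation above the screen-wide mean of compound activation plus 3 SD, cut at about 130% in these data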;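 further: 0% = background luminescence of wells with medium and substrate only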
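system = STAT3-luciferase reporter U3A cells | reagent = IL-6 stimulus at 33 ng/mL final | timing = 1 h compound pre-exposure, 6 h IL-6 stimulation, 37 °C | measured by = luminescence | evaluation = % activation versus median of IL-6-stimulated wells | control set = IL-6-only wells as 100% reference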
NF-kB neuron act: activators of NF-kB expression in neurons, primary screen, cell-based, HTS | fold change at 12.5 µM | human neuronal cells, NF-kB reporter expression; hits give high values | AID 1239, 2008 | actives 1.6% (n = 190,000); in the data active means fold change above about 3.3
The depositor's hits bear a star; . = no result given.

molecule	FLuc stim CS	ROMK primary	APP 5'UTR act	NF-kB neuron act	FLuc inhib CS	STAT1 act	STAT3 inh	STAT3 activator	STAT1 blocker	APP transl inh
O=C(CN(CCc1ccccc1)C(=O)CN1C(=O)COc2ccccc21)NCc1ccco1	1.1	.	1	1.3	-5	104	4	100	-4	-1
C=CCNC(=O)NC(=O)COC(=O)COc1ccc(Br)cc1F	1	0.42	-16	1.1	-2	112	-3	103	-13	16
O=C(CSc1ncn[nH]1)Nc1ccc2c(c1)OCCO2	1	.	18	1.4	2	108	-3	106	-9	-18
O=C(NCc1ccc(Cl)cc1)c1ncn[nH]1	1.1	-0.27	2	1.5	-9	100	14	95	-2	-2
CN(C)/C=C(\C(=O)c1ccc(Cl)cc1)c1nnnn1-c1ccc(Cl)cc1	.	.	-12	1.1	.	95	8	95	5	12
O=C(Nc1cccc(C(F)(F)F)c1)c1ccc(N2CCNCC2)c([N+](=O)[O-])c1	1	-4.1*	1	0.58	-4	90	3	101	9	-1
COc1ccc(CN2CNc3nc4ccccc4n3C2)cc1	1	-0.69	-13	1.4	-5	100	0	105	0	12
COC(=O)C1=C(C(=O)c2ccccc2)C(c2ccccc2)n2nnnc2N1 (stereo unspecified)	1	0.39	13	1.4	-3	102	4	105	-4	-13
CCOc1ccc(N(C(C)=O)C2C=CS(=O)(=O)C2)cc1 (stereo unspecified)	1	.	9	0.96	-4	99	-2	102	2	-10
Fc1ccc(-c2cnc(-c3cccs3)o2)cc1	0.7	.	70	1.8	35	142*	-10	111	-47	-70
C/C(Cl)=C\Cn1c(O)c(N=NC(N)=S)c2cc(Br)ccc21	1.1	0.98	-31	3	-8	101	5	97	-3	31
Cc1ccc(Nc2cc(C)nc(NCc3ccccc3)n2)cc1	1	0.097	.	0.76	2	85	2	99	17	.
O=[N+]([O-])c1ccc(OCCN2CCNCC2)cc1	1	-0.0088	15	1.1	-2	92	15	93	7	-15
COc1ccc(CNC(=O)C/C(C)=N/NC(=O)COc2ccccc2)cc1	1.1	0.003	0	1.2	-11	102	4	98	-4	0
CCOc1ccc(C2c3[nH]c4ccccc4c3CCN2CCCn2cccn2)cc1 (stereo unspecified)	1	-1.3	-15	0.85	-4	96	-32	134*	2	15
COc1cc(-c2nnc(NC(=O)c3ccc(S(=O)(=O)N4CCOCC4)cc3)o2)cc(OC)c1OC	0.9	-0.56	11	0.79	7	104	5	102	-5	-11
CCOC(=O)C1=C(C)NC(C)=C(C(=O)OCC)C1C(=O)OCC(N)=O	1	0.095	6	0.98	-1	99	0	103	-1	-6
O=C(CSc1ccccn1)Nc1ccc(NC(=O)CSc2ccccn2)cc1	1	-0.29	6	0.98	-2	94	4	101	6	-6
Cc1ccccc1CN1CCNC(=O)C1CC(=O)O (stereo unspecified)	1	.	20	1	0	98	0	99	-1	-20
Cc1cccc(NC(=O)N(C)Cc2cccs2)c1	1	-0.44	-2	1.2	-4	104	-3	103	-4	2
CCOC(=O)c1c(NCC2CCCO2)c2ccccc2[nH]c1=O (stereo unspecified)	1	0.016	-4	1.1	-4	100	17	89	0	4
COc1ccc(NC(=S)N2CCCC(c3nc4ccc(C)cc4[nH]3)C2)cc1 (stereo unspecified)	1	-0.12	-1	0.99	0	92	10	98	6	1
COC(=O)C1=C(C)Nc2ncnn2C1c1ccc(C)o1 (stereo unspecified)	1.1	.	-17	1.1	-7	109	-1	105	-10	17
Cc1cccc(S(=O)(=O)c2c(N)n(/N=C/c3cccnc3)c3nc4ccccc4nc23)c1	1	0.26	-3	1	-1	108	19	86	-9	3
c1ccc2c(NCCCN3CCOCC3)c3ccccc3nc2c1	1.1	-1.1	-63	3.1	-6	180*	-127	215*	-88	63*
COc1ccc(C(=O)NNC(=O)CSc2nnc(-c3ccc(O)cc3)n2C)cc1	1	-0.02	-16	1.1	0	96	10	96	3	16
CCOC(=O)c1cc(=O)c2c([N+](=O)[O-])ccc(OC)c2o1	1	0.51	-3	1.3	-3	110	-5	104	-12	3
COC(=O)C(NC(=O)CNS(=O)(=O)c1ccc(Br)cc1)c1ccccc1 (stereo unspecified)	1	0.75	-3	1.1	-2	92	6	96	7	3
Cc1nn(C)c(C(=O)Nc2ccc(S(=O)(=O)NC34CC5CC(CC(C5)C3)C4)cc2)c1Br	1	0.23	-13	0.98	-4	98	18	88	5	13
Cc1ccn2c(NC3CCCC3)c(-c3ccsc3)nc2c1	0.8	0.18	13	1	16	91	16	88	8	-13
CCOc1ccc(S(=O)(=O)NC(C)(C)C)cc1-c1nc2c(C(C)(C)C)nn(C)c2c(=O)[nH]1	1	-0.39	3	0.35	-2	105	8	93	-6	-3
COC(=O)c1c(NC(=O)COC(=O)[C@@H](NS(=O)(=O)c2ccccc2)C(C)C)sc2c1CCC2	1.2	-0.57	12	0.89	-16	100	-15	113	0	-12
O=C(NCC1CCCO1)c1cccnc1Nc1ccccc1F (stereo unspecified)	1.1	-0.46	6	1.1	-5	104	5	98	-5	-6
CCOC(=O)N1CCN(C(=O)CN(c2ccc(OC)c(OC)c2)S(C)(=O)=O)CC1	1.1	.	-2	1.3	-6	105	-8	109	-6	2
COc1ccc(CC(=O)Nc2cccc(C(=O)NN3C(=O)c4ccccc4C3=O)c2C)cc1	1	0.66	2	1.3	2	93	5	94	10	-2
C(=N\n1cnnc1)/c1ccc(-c2ccccc2)cc1	0.9	.	-27	1.1	12	99	19	90	3	27
COc1ccc(NC(=O)CSc2nnc(Cc3cccn3C)n2-c2ccc(F)cc2)cc1OC	1	.	-4	0.95	-4	97	17	90	3	4
COc1ccc(C2(C(=O)Nc3ccc(C(=O)O)cc3)CCOCC2)cc1	1	-0.17	3	1.2	-2	96	-3	105	4	-3
CN(C)C(/C=C/Nc1cccc([N+](=O)[O-])c1)=C(C#N)C#N	1	1.3	5	1.2	2	104	13	93	-4	-5
CC(C(=O)N1CCCC1)N1CCN(c2ccccc2O)CC1 (stereo unspecified)	1	0.69	-4	0.91	-4	102	7	96	-3	4
O=C(Nc1ccc(O)c(-c2nc3ccccc3o2)c1)C1(c2ccc(Cl)cc2)CCCC1	1	.	-13	0.73	1	100	-8	105	0	13
Cc1ccc(S(=O)(=O)CC(=O)Nc2ccc(Cl)cn2)cc1	1	-0.66	-10	1	1	106	7	98	-4	10
CCOc1ccc(CNC(=O)CCn2c(=O)oc3ccccc32)cc1	1	.	-8	0.93	0	100	8	98	0	8
C/C(=N\NC(=O)c1ccc(NS(=O)(=O)c2cccs2)cc1)c1ccccc1	1	0.31	5	0.95	-3	99	-12	108	1	-5
c1ccc(CSc2nnc(Cc3ccccn3)o2)cc1	1.1	1.5	22	1.5	-5	110	-5	107	-11	-22
CN1CCN(CCCCC(=O)c2ccccc2)CC1	1	-0.37	18	1.1	-4	99	2	104	1	-18
Cn1c(SCc2ccccn2)nnc1-c1cnccn1	1	.	14	1.4	-3	106	-4	109	-5	-14
COC(=O)c1[nH]c2ccc(Cl)cc2c1NC(=O)CN1CCC(C(N)=O)CC1	1	.	3	0.79	-5	93	5	99	8	-3
Cc1ccccc1C(=O)NNC(=O)C1CCCN(c2ncccn2)C1 (stereo unspecified)	1.1	.	-6	1.1	-6	99	5	101	1	6
O=c1c(Cl)c(N/N=C/c2ccc(Cl)cc2)cnn1-c1ccccc1	1.1	-0.23	-9	1.5	-8	102	-30	126	-2	9
O=C1CCCC2=C1C(c1ccccc1)C1C(=O)c3ccccc3C1=N2 (stereo unspecified)	1	0.78	13	0.88	2	95	12	88	5	-13
CCOC(=O)C1(CCCc2ccccc2)CCN(C(=O)CN2C(=O)CSC2=O)CC1	1	-0.13	11	1.2	-4	96	16	96	4	-11
Cc1nn(CCO)c2c1C(=O)CCC2	1	0.69	1	1	-1	102	0	103	-2	-1
CCOc1ccc(NC(=O)c2cc(F)c(F)cc2Cl)cc1OCC	1.1	0.47	7	1	-8	100	3	99	-2	-7
COc1ccc(S(=O)(=O)N2CCCCCC2)cc1Br	1	-2	-2	1.1	-4	96	-3	104	3	2
C/C(=N\NC(=O)CNc1ccccc1Cl)C(C)(C)C	1	.	-7	1.5	-4	89	12	94	12	7
O=[N+]([O-])c1cc2c(c(CSc3ncccn3)c1)OCOC2	1.1	-0.037	-11	1.8	-7	114	-3	107	-13	11
O=C(c1ccc(CN2CCc3ccccc3C2)cc1)N1CCc2ccccc2C1	1.1	-0.66	11	0.87	-9	99	17	92	1	-11
Cc1cccc(OCCC(=O)NCC(=O)Nc2cccc(C)c2C)c1	1.1	.	2	0.94	-7	99	-4	103	1	-2
COCCNC(=O)/C(C#N)=C/c1ccc2c(c1)OCO2	1	.	-9	1.5	3	99	-1	104	-1	9

Part of the list above, with each value named:
SMILES: O=C(c1ccc(CN2CCc3ccccc3C2)cc1)N1CCc2ccccc2C1
- FLuc stim CS: 1.1
- ROMK primary: -0.66
- APP 5'UTR act: 11
- NF-kB neuron act: 0.87
- FLuc inhib CS: -9
- STAT1 act: 99
- STAT3 inh: 17
- STAT3 activator: 92
- STAT1 blocker: 1
- APP transl inh: -11

SMILES: Cc1cccc(OCCC(=O)NCC(=O)Nc2cccc(C)c2C)c1
- FLuc stim CS: 1.1
- ROMK primary: .
- APP 5'UTR act: 2
- NF-kB neuron act: 0.94
- FLuc inhib CS: -7
- STAT1 act: 99
- STAT3 inh: -4
- STAT3 activator: 103
- STAT1 blocker: 1
- APP transl inh: -2

New compounds follow
molecule	FLuc stim CS	ROMK primary	APP 5'UTR act	NF-kB neuron act	FLuc inhib CS	STAT1 act	STAT3 inh	STAT3 activator	STAT1 blocker	APP transl inh
COc1ccc(-c2cnc3nc(/N=C/N(C)C)nn3c2/N=C/N(C)C)cc1	1	1.4	17	1.1	-4	94	0	102	6	-17
CCC(CO)NCc1ccc(Br)cc1 (stereo unspecified)	1	0.27	4	0.97	-2	95	8	95	3	-4
Cc1cc(C)cc(OCC(=O)N/N=C/c2ccncc2)c1	1.2	.	-7	0.97	-20	101	-1	100	-1	7
O=C(CSc1ncnc2c1oc1ccccc12)N1CCCc2ccccc21	1.1	-2	-3	0.97	-12	98	14	88	2	3
Cn1c(SCC(=O)c2ccc3c(c2)NC(=O)CO3)nc2ccccc21	1.1	-0.00023	6	0.99	-6	101	18	86	-1	-6
CSc1ccc(C2C(C#N)=C(N)Oc3c2ccc(=O)c2c(C)oc(C)c32)cc1 (stereo unspecified)	1	0.78	-6	0.87	-2	104	-5	107	-4	6
CC(C)N=c1scc(-c2ccco2)n1/N=C/c1ccc(O)c(O)c1	0.7	.	2	9.6*	32	108	-27	125	-10	-2
